H69AR growth 86K – blocks growth of human H69AR lung tumor cells. viability, % at 10 µM. actives 6% (n = 85,000). AID 598. H69AR lung tumor viability, ATP luminescence, 72 h; hits give low values;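 active means viability at or below 40%; inactive means viability above 40%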;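 further: multidrug resistant small cell line overexpressing MRP-1 efflux transporter; 100% = mean luminescence of untreated control wells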
CYP2C19 inhib – blocks human cytochrome P450 2C19. CYP2C19 Supersomes, luciferin-H EGE luminescence, 30 min. inhibition, % at 5 µM. actives 21% (n = 96,000). AID 778;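 active means CYP2C19 inhibition above a set limit at 5 µM in the primary screen, cut at about 50% in these data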;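 further: plate controls were negative control wells for no effect and 2.5 mM tranylcypromine positive control for full effect; values of inactives mirror those of a sister screen read the other way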
ERa SRC1 pot – enhances coactivator binding to human estrogen receptor alpha; P03372; TR-FRET ERalpha-LBD/SRC-Cy5 coactivator binding, 2 h; 100 = basal binding, no effect; coactivator binding (% of control), % at 25.6 µM; actives 1.3% (n = 86,000); in the data active means activity above about 200%;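 further: binding measured in presence of low estradiol as agonist stimulus; 0% = peptide alone without receptor and 100% = receptor with peptide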
Target sequence (P03372 whole entry, looked up, the tested form may be a part): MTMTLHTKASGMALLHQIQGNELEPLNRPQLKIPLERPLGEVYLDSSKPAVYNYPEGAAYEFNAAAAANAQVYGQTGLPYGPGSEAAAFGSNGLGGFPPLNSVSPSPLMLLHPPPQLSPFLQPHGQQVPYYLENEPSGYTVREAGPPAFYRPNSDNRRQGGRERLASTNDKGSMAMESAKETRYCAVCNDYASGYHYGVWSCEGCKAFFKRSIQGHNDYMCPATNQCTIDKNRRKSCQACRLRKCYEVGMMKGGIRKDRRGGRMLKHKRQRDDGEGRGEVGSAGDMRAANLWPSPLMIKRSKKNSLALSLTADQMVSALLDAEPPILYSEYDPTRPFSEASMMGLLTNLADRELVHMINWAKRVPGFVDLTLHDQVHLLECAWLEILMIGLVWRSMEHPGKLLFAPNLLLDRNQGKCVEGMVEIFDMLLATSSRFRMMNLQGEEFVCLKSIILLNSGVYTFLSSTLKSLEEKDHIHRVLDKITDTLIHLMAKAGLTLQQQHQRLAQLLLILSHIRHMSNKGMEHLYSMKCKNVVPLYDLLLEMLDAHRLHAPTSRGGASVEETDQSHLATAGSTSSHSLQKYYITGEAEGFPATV
Mac1 fbg inh – blocks human CD11b/CD18 adhesion to fibrinogen; K562 CD11b/CD18 adhesion to fibrinogen, ATPlite luminescence; Mn2+ added to activate the integrin; inhibition, % at 10 µM; actives 0.54% (n = 93,000);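 active means primary inhibition of 50% or more at 10 µM, then 40% or more on retest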; further: some results filed as inactive read as strong as hits
HUVEC prolif 384 – human endothelial cell proliferation inhibition; viability, % at 10 µM (by protocol); AID 648; actives 1.1% (n = 86,000); HUVEC proliferation, CellTiter-Glo luminescence, 72 h; hits give low values;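 active means viability at or below 30%; inactive means viability above 30%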;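 further: 100% = median luminescence of DMSO-only cell control wells on each plate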
Fibroblast inh – blocks proliferation of human lung fibroblasts | LL 47 human lung fibroblast viability, ATP luminescence; hits give low values | viability, % at 10 µM | actives 1.1% (n = 85,000);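 active means viability at or below 50% in the single dose screen; inactive means viability above 50%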;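 further: compound exposure lasted 72 h before the ATP readout; 100% = median luminescence of untreated cell-only wells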
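Times – overnight cell rest, 72 h compound treatment at 37 °C · Test system – human lung fibroblast line LL 47, low passage · Amount – 1,150 cells in each well · Controls – cell-only wells, no compound · Doses – 0.1% DMSO in all compound wells · Measured by – CellTiter-Glo luminescence · Buffer or medium – IMEM plus 15% FBS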
CD11b adhes enh – CD11b/CD18-fibrinogen binding enhancement | P05107+P11215 | K562 CD11b/CD18 adhesion to fibrinogen, ATPlite luminescence | activation, % at 10 µM | actives 0.07% (n = 93,000) | AID 1499;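 active means 10 µM primary screen giving 50% or more activity, confirmed by 40% or more on retest at that dose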; further: strong numbers were not always called active
CYP2C19 act – increases human CYP2C19 enzyme activity | AID 1025 | activation factor at 5 µM | P33261 | 96,000 tested, under 10 active | recombinant CYP2C19, luciferin-H EGE luminescence; hits give high values; 0 = fully inhibited enzyme, 1 = untreated enzyme;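 active means activation factor of at least 2 at 5 µM in the primary screen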;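 further: 0 = wells with 2.5 mM tranylcypromine and 1 = vehicle-only wells; values of inactives mirror those of a sister screen read the other way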
ERa SRC1 inh – blocks coactivator binding to human estrogen receptor alpha | AID 629 | inhibition, % at 25.6 µM | actives 1.7% (n = 86,000) | P03372 | TR-FRET ER-alpha LBD / SRC-1 peptide, estradiol-bound; in the data active means inhibition above about 50%;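 further: 0% = receptor plus peptide control and 100% = peptide only without receptor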
Starred values were filed as active, the others as inactive; . = no result given; & = joins results of further samples; [ ] = remark or other dose. Compounds as they come. Share with any hit: about 26%.

1	CCC(Nc1nc(-c2ccccc2)nc2ccccc12)C(=O)O (stereo not drawn)
2	CCOc1ccc(/C(O)=C2/C(=O)C(=O)N(c3nc(C)c(C)s3)C2c2ccco2)cc1 (stereo not drawn)
3	O=C(NCC1(N2CCOCC2)CCCCC1)c1ccc(Cl)c(S(=O)(=O)NCc2ccco2)c1
4	Cc1ccc(C)c(-n2c(CNC(=O)c3ccco3)nnc2SCC(=O)Nc2nccs2)c1
5	COc1ccc(-c2cc3nc(C)cc(C)n3n2)cc1

screen / no.	1	2	3	4	5
H69AR growth 86K	90	71	86	74	83
CYP2C19 inhib	3	46	53*	-6	2
ERa SRC1 pot	90	79	117[fluorescence artefact?]	104	118
Mac1 fbg inh	-42	-1	1	.	2
HUVEC prolif 384	91	98	88	85	92
Fibroblast inh	108	102	100	86	91
CD11b adhes enh	-3	-4	-4	.	-1
CYP2C19 act	1	0.5	0.5	1.1	1
ERa SRC1 inh	7	27	-3[fluorescence artefact?]	-7	-5

6	COc1cccc(OCCOc2c(OC)cccc2OC)c1
7	O=C(c1cc(-c2ccccc2)on1)N1CCN(Cc2ccc3c(c2)OCO3)CC1
8	Nc1nc(CN2CCN(c3cccc(Cl)c3)CC2)nc(N2CCCc3ccccc32)n1
9	CCn1c(SCC(=O)OC)nnc1C1CCCCC1
10	c1cncc(-c2nc(-c3ccc4c(c3)OCO4)cs2)c1

screen / no.	6	7	8	9	10
H69AR growth 86K	.	102	82	91	67
CYP2C19 inhib	95*	70*	41	2	69*
ERa SRC1 pot	.	99	88[fluorescence artefact?]	107	69
Mac1 fbg inh	-6	-3	-8	.	-2
HUVEC prolif 384	.	99	59	97	84
Fibroblast inh	.	102	96	99	91
CD11b adhes enh	-4	1	24	.	-4
CYP2C19 act	0	0.3	0.6	1	0.3
ERa SRC1 inh	.	6	-41	-7	-6

11	CCOC(=O)c1cc(-c2ccc(C)cc2)n(CCC(=O)NCCCOC)c1C
12	CCOC(=O)C1=C(C)N(c2ccccc2)C(=O)C1
13	O=c1c2ccccc2c2c(O)nc(-c3ccccc3)n2n1Cc1ccccc1
14	c1ccc2[nH]c(NCCN3CCOCC3)nc2c1
15	Cc1ccccc1Oc1ccc(Oc2ccccc2C)nn1

screen / no.	11	12	13	14	15
H69AR growth 86K	90	88	.	94	96
CYP2C19 inhib	93*	.	10	8	26
ERa SRC1 pot	104	107	.	127	115
Mac1 fbg inh	12	.	1	-7	3
HUVEC prolif 384	96	100	.	85	89
Fibroblast inh	107	93	.	94	83
CD11b adhes enh	-4	.	46	0	0
CYP2C19 act	0.1	.	0.9	0.9	0.7
ERa SRC1 inh	-9	4	.	-6	-15

A stretch from the list above, for reference:
12	CCOC(=O)C1=C(C)N(c2ccccc2)C(=O)C1
13	O=c1c2ccccc2c2c(O)nc(-c3ccccc3)n2n1Cc1ccccc1
14	c1ccc2[nH]c(NCCN3CCOCC3)nc2c1
15	Cc1ccccc1Oc1ccc(Oc2ccccc2C)nn1

screen / no.	12	13	14	15
H69AR growth 86K	88	.	94	96
CYP2C19 inhib	.	10	8	26
ERa SRC1 pot	107	.	127	115
Mac1 fbg inh	.	1	-7	3
HUVEC prolif 384	100	.	85	89
Fibroblast inh	93	.	94	83
CD11b adhes enh	.	46	0	0
CYP2C19 act	.	0.9	0.9	0.7
ERa SRC1 inh	4	.	-6	-15

Next part.
16	CN(C(=O)CSc1nnc(N)s1)c1c(N)n(Cc2ccccc2)c(=O)[nH]c1=O
17	COC(=O)C1=C(C)NC(=O)CC1c1cc2c(cc1Br)OCO2 (stereo not drawn)
18	COc1ccc(C(=O)Nc2cccnc2)cc1S(=O)(=O)N1CCOCC1
19	CS(=O)(=O)N(CC(=O)O)c1ccc2c(c1)OCO2
20	Cc1ccc(N(Cc2ccccc2F)S(C)(=O)=O)cc1C

screen / no.	16	17	18	19	20
H69AR growth 86K	.	97	94	100	107
CYP2C19 inhib	-3	82*	2	15	98*
ERa SRC1 pot	.	124	96	119	121
Mac1 fbg inh	-6	-5	-11	-6	-7
HUVEC prolif 384	.	94	95	110	108
Fibroblast inh	.	100	103	100	102
CD11b adhes enh	-2	-1	8	2	1
CYP2C19 act	1	0.2	1	0.9	0
ERa SRC1 inh	.	9	0	0	-4

21	Cc1noc(NS(=O)(=O)c2ccc(N3Cc4ccccc4C3=O)cc2)c1C
22	C=CCc1ccc(OCCOCCNCCCC)c(OC)c1
23	C=CCN(CC=C)S(=O)(=O)c1ccc(NC(=S)NC(=O)/C=C/c2cccc3ccccc23)cc1
24	O=C(COC(=O)c1ccco1)c1ccc2ccccc2c1
25	O=C1c2oc3ccc(F)cc3c(=O)c2C(c2cccc(O)c2)N1CCCN1CCOCC1 (stereo not drawn)

screen / no.	21	22	23	24	25
H69AR growth 86K	96	74	.	101	97
CYP2C19 inhib	17	38	17	31	.
ERa SRC1 pot	115	115	.	102	89[fluorescence artefact?]
Mac1 fbg inh	-18	-16	-8	-1	.
HUVEC prolif 384	90	83	.	100	101
Fibroblast inh	97	90	.	103	98
CD11b adhes enh	2	0	5	-1	.
CYP2C19 act	0.8	0.6	0.8	0.7	.
ERa SRC1 inh	-1	-4	.	4	-5

26	CC1CCN(Cc2csc(N)n2)CC1
27	COC(=O)c1[nH]c2c(c1C)C(=O)CCC2
28	CC(CCc1ccccc1)NC(=O)C1CCN(S(=O)(=O)c2cnc[nH]2)CC1 (stereo not drawn)
29	O=C(c1ccc([N+](=O)[O-])cc1)n1nc(-c2ccccc2)nc1NCc1ccccc1
30	COc1ccccc1N=Cc1nc(-c2ccccc2)oc1OC(C)=O

screen / no.	26	27	28	29	30
H69AR growth 86K	.	92	102	.	77
CYP2C19 inhib	-27	-6	75*	50	.
ERa SRC1 pot	.	129	110	.	67
Mac1 fbg inh	-5	.	-7	5	.
HUVEC prolif 384	.	92	88	.	84
Fibroblast inh	.	98	101	.	102
CD11b adhes enh	-5	.	-2	1	.
CYP2C19 act	1.3	1.1	0.3	0.5	.
ERa SRC1 inh	.	-7	-1	.	9

31	COC(=O)Cc1csc(N)n1
32	O=C(Nc1ccc(F)cc1)C(c1ccccc1)N1CCN(C(=O)c2ccco2)CC1 (stereo not drawn)
33	Cc1ccc(NC(=O)CCn2c(=O)oc3ccccc32)c(C)c1
34	Cc1ccc(C(=O)NC2CCN(C(=O)NC3CCCCC3)CC2)cc1
35	O=C(Nc1cccnc1)c1ccc(S(=O)(=O)N2CCCCCC2)cc1

screen / no.	31	32	33	34	35
H69AR growth 86K	95&91	.	96	105	77
CYP2C19 inhib	-7&3	22	29	.	62*
ERa SRC1 pot	109&93	.	91	118	21[fluorescence artefact?]
Mac1 fbg inh	-6&-10	-37	13	.	-3
HUVEC prolif 384	104&85	.	94	99	79
Fibroblast inh	107&97	.	112	97	102
CD11b adhes enh	0&1	0	-3	.	3
CYP2C19 act	1.1&1	0.8	0.7	.	0.4
ERa SRC1 inh	-4&-9	.	5	-5	52*[fluorescence artefact?]

36	O=C(N/N=C/c1cccc(OCc2ccccc2)c1)c1cccs1
37	COC(=O)c1c(NC(=O)c2ccccc2)sc(Cc2ccccc2)c1C
38	CCOc1ccccc1C(=O)NCc1ccco1
39	O=S(=O)(CCc1nnc(-c2ccc(Br)cc2)o1)c1ccc(Cl)cc1
40	N#Cc1c(N)nc(N2CCCC2)c(C#N)c1-c1ccc(Cl)cc1

screen / no.	36	37	38	39	40
H69AR growth 86K	96	.	74	97	85
CYP2C19 inhib	26	-9	15	30	-10
ERa SRC1 pot	94	.	125	114	180[fluorescence artefact?]
Mac1 fbg inh	.	-6	7	1	-1
HUVEC prolif 384	77	.	102	78	96
Fibroblast inh	91	.	102	90	.
CD11b adhes enh	.	-3	1	-3	-4
CYP2C19 act	0.7	1.1	0.9	0.7	1.1
ERa SRC1 inh	-8	.	11	20	15[fluorescence artefact?]

41	CCCCn1nc(C(=O)N2CCc3ccccc32)c2ccccc2c1=O
42	CCOC(=O)c1cnn(-c2cc(Oc3ccccc3C)ncn2)c1N
43	CCOC(=O)NC(O)C(=O)c1cccs1 (stereo not drawn)
44	COc1ccc(-n2c(SCC(=O)NCc3ccco3)nc3c([nH]c4ccccc43)c2=O)cc1
45	O=C(c1cccs1)c1cn(CC(=O)N2CCc3ccccc3C2)c2ccccc12

screen / no.	41	42	43	44	45
H69AR growth 86K	72	.	.	51	86
CYP2C19 inhib	70*	12	-9	-7	84*
ERa SRC1 pot	87	.	.	99[fluorescence artefact?]	157
Mac1 fbg inh	7	-1	-2	13	-1
HUVEC prolif 384	43	.	.	77	125
Fibroblast inh	87	.	.	83	99
CD11b adhes enh	1	4	-4	0	-2
CYP2C19 act	0.3	0.9	1.1	1.1	0.2
ERa SRC1 inh	2	.	.	6	12[fluorescence artefact?]

46	Cc1ccc2nc3c(cc(C(=O)NCCCn4ccnc4)n3C)c(=O)n2c1
47	COC(=O)c1c(NC(=O)CSc2nnc(CNc3ccc(Cl)cc3)o2)sc(C)c1C
48	O=C1C2C3C=CC(C3)C2C(=O)N1CCCCN1C(=O)C2C3C=CC(C3)C2C1=O (stereo not drawn)
49	COC(=O)C1=C(C)OC(N)=C(C#N)C1c1ccco1 (stereo not drawn)
50	COc1ccccc1NC(=O)CSc1nnc(-c2ccncc2)n1CC1CCCO1 (stereo not drawn)

screen / no.	46	47	48	49	50
H69AR growth 86K	84	93	89	99	.
CYP2C19 inhib	89*	13	0	.	2
ERa SRC1 pot	106	90	109	72	.
Mac1 fbg inh	0	7	20	.	11
HUVEC prolif 384	100	77	91	100	.
Fibroblast inh	104	98	97	98	.
CD11b adhes enh	0	-1	-3	.	-2
CYP2C19 act	0.1	0.9	1	.	1
ERa SRC1 inh	-2	3	-13	3	.

51	CCC(=O)Nc1ccc2c(c1)nc1n2CCSC1
52	N#CCCn1c(SCC(=O)NCCc2ccc(F)cc2)nc2ccccc21
53	OC(COc1ccc2ccccc2c1Br)Cn1cnc(-c2ccccc2)c1 (stereo not drawn)
54	CCOC(=O)C(C)Sc1nc2c(c(=O)[nH]c(=O)n2C)n1Cc1ccc(Cl)cc1 (stereo not drawn)
55	CCOC(=O)c1cn(CC)c2cc(N3CCOCC3)c(F)cc2c1=O
56	O=C(CCc1nc2ccccc2[nH]1)NCc1ccc2c(c1)OCO2

screen / no.	51	52	53	54	55	56
H69AR growth 86K	.	85	69	89	84	94
CYP2C19 inhib	-8	82*	5	11	.	.
ERa SRC1 pot	96	118	99	66	134	87
Mac1 fbg inh	-3	-8	25	-34	.	.
HUVEC prolif 384	98	91	47	95	92	100
Fibroblast inh	105	106	102	103	96	100
CD11b adhes enh	-3	-2	-4	0	.	.
CYP2C19 act	1.1	0.2	0.9	0.9	.	.
ERa SRC1 inh	1	-4	3	11	-13	-3
